Compound activity from PubChem.
Statin myotox sup – suppressors of simvastatin-induced myotoxicity in C2C12 myotubes | ATP luminescence, 48 h; scaled: DMSO 0, geranylgeraniol control 100 | rescue of ATP level, % at 7.49 µM | 0.78% of 330,000 active | AID 602340;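 active means mean ATP rescue above about 67%, or every replicate alone reaching that limit, limit read from the data, passing the limit was not always enough; inconclusive means no clear call, values can overlap the other calls; inactive means mean under the limit and some replicate under it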;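 further: myotubes were challenged with 10 µM simvastatin during compound exposure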
E-sel inducer – E-selectin induction on HUVECs | P16581 | HUVEC E-selectin immunofluorescence imaging; normalized: neutral wells 0, TNF-alpha wells 100 | activation, % at 7.58 µM | 0.37% of 260,000 active | AID 686992;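 active means mean E-selectin-positive cell signal at least 10% of the positive control, reached in at least 60% of replicates, without over 20% cell loss; inconclusive means no rule given, readout overlaps actives, possibly toxicity-flagged; inactive means the rest, including those meeting only one limit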;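 further: in these data hits start at about 27%; measured in HUVEC primary endothelial cells; signal is the percent of cells scored E-selectin positive by PE staining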
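Test system – human umbilical vein endothelial cells (HUVEC), E-selectin induction · Input – 3,000 HUVEC seeded per well · Buffer or medium – EGM-2, gelatin · Compound dosing – single-point compound dose · Detection – immunofluorescence imaging · Measure – percent E-selectin-positive cells · Controls – TNF-alpha high, DMSO low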
PglD inh – inhibitors of Campylobacter jejuni PglD acetyltransferase | purified PglD enzyme, DTNB colorimetric CoA detection | inhibition, % at 12.5 µM | 0.098% of 360,000 active; in the data active means inhibition above about 16%, passing the limit was not always enough; inconclusive means no clear call, values can overlap the other calls; further: strong numbers were not always called active
SIRT5 block – sirtuin-5 (human) deacylase inhibition; Q9NXA8; Purified SirT5, succinyl-peptide AMC, trypsin-coupled fluorescence; inhibition, % at 15 µM; 1.1% of 330,000 active; in the data active means inhibition above about 15%; inconclusive means no clear call, values can overlap the other calls
Target sequence (Q9NXA8 whole entry, looked up): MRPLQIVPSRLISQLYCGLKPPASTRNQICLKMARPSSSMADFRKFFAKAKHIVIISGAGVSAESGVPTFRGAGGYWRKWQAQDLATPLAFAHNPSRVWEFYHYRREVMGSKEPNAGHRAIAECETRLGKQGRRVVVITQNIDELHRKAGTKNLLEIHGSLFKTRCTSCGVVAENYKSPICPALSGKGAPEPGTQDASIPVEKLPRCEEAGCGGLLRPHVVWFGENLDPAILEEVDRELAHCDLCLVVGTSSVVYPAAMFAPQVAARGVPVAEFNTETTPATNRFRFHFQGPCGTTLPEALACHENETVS
S100A4 inh HTS – blocks human S100A4 binding to myosin IIA peptide | 0.14% of 360,000 active | inhibition, % at 10.7 µM | P26447 | S100A4/TAMRA-MyoIIA peptide fluorescence polarization | AID 652163;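 active means mean inhibition of at least 70% across replicates, with every replicate also reaching that level; inconclusive means mean inhibition reaches 70% but some replicates fall short; inactive means mean inhibition below 70%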
Target sequence (P26447 whole entry, looked up): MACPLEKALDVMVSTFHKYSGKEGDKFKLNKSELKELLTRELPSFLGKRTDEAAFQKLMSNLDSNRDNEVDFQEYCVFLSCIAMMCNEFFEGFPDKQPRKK
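Compound dosing: one dose per compound; test system: human S100A4 monomer with TAMRA-labelled myosin IIA peptide; probe or stimulus: TAMRA-labelled myosin IIA heavy-chain peptide probe, 5 nM; medium: HEPES buffer with Ca2+, pH 7.2; schedule: 5 min incubation before reading; benchmarks: neutral control DMSO, positive control TFP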
DENV2 CPE – inhibitors of DENV2 cytopathic effect | DENV2-infected cells, cytopathic effect rescue, plate reader | CPE inhibition, % at 9.99 µM | 1.7% of 350,000 active; in the data active means CPE inhibition above about 20%, passing the limit was not always enough; inconclusive means no clear call, values can overlap the other calls; tested in BHK-21 cells;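 further: 0% = median of neutral control wells and 100% = median of positive control wells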
ERp5 inh – blocks human ERp5 reductase activity on insulin; AID 651711; ERp5 insulin aggregation, absorbance 650 nm, 90 min; 0.05% of 350,000 active; inhibition, % at 9.99 µM; Q15084;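 active means mean replicate inhibition above about 25%, with every replicate also reaching it, limit read from the data, passing the limit was not always enough; inconclusive means only one of those two criteria met; inactive means neither criterion met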
Target sequence (Q15084 whole entry, looked up): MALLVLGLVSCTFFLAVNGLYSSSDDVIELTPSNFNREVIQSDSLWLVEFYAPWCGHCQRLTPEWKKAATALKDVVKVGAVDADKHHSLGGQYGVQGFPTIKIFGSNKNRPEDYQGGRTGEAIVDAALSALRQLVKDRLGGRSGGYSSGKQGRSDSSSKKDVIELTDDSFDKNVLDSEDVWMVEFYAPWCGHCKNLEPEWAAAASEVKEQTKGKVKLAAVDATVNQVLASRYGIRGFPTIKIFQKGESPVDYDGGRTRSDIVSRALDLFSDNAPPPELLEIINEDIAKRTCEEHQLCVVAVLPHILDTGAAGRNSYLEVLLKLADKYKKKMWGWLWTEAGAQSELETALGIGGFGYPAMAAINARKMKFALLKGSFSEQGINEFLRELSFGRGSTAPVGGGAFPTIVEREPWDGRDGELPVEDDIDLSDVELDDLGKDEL
The depositor's hits bear a star; ? = inconclusive; nt = not tested or not shown; & = joins results of further samples. Some of the compounds tested; rates above refer to the full screens.

compound | Statin myotox sup | E-sel inducer | PglD inh | SIRT5 block | S100A4 inh HTS | DENV2 CPE | ERp5 inh
O=C(Cc1cccc(C(F)(F)F)c1)N1CCN(CC(=O)N2CCCC2)CC1 | 0 | nt | 6 | -3 | -2 | -1 | 0
COc1ccc(-n2c(-c3ccccc3[N+](=O)[O-])nc3ccccc3c2=O)cc1 | -4 | 2.8 | -9 | 3 | 21 | -3 | -1
COc1ccc(N=Nc2c(O)[nH]c(=S)[nH]c2=O)cc1 | nt | nt | nt | 0 | 5 | 2 | -2
CCCC(=O)NC(Oc1ccccc1Cl)C(Cl)(Cl)Cl (stereo not given) | nt | nt | nt | -1 | -4 | -2 | 0
CC(=O)NCCc1c[nH]c2ccccc12 | -8 | nt | 2 | 1 | -6 | -1 | 1
O=C1/C(=C/c2cccc([N+](=O)[O-])c2)N2CCC1CC2 | nt | -0.3 | nt | 0 | 1 | -6 | -1
COc1cc2c(cc1/C=C/[N+](=O)[O-])OCO2 | 2 | -3.8 | 0 | -3 | 64 | 2 | 8
O=c1[nH]c(=O)n(-c2ccc(F)cc2)c(O)c1/C=C1\C=Nc2ccccc21 | 4 | 0.8 | -1 | -5 | 20 | 1 | -3
CC(C)(C)NC(=O)CN1CCCN(C(=O)COc2ccc(Cl)c3ccccc23)CC1 | 2 | -0.3 | -1 | -1 | 1 | -1 | -15
COC(=O)C1=C(c2ccccc2)C[C@@H]2CC[C@H]1N2C(=O)NCc1ccc(F)cc1 | 3 | 0.0 | 6 | -3 | -12 | -8 | 0
O=C(COC(=O)Cc1ccccc1)Nc1ccc(Cl)cn1 | 3 | 7.1 | 1 | -4 | 0 | nt | 0
CCNC(=O)NNC(=O)C1CC(c2cccnc2)=NO1 (stereo not given) | -15 | -1.1 | -2 | -3 | 5 | -2 | 1
O=C(Cc1ccncc1)N1CCCCN2[C@H](CO)[C@@H](c3ccc(C#CC4(O)CCCC4)cc3)[C@H]2C1 | nt | 0.1 | 5 | 0 | -7 | 11 | -1
Cc1ccccc1-n1c(-c2ccoc2)nc2ccccc2c1=O | nt | 0.1 | nt | 2 | -1 | 8 | 5
CC1=CC2OC3CC4OC(=O)C=CC=CC(C(C)O)OCC(O)C(C)CC(=O)OCC2(CC1O)C4(C)C31CO1 (stereo not given) | nt | -0.1 | nt | -1 | -6 | -1 | 2

Results in ERp5 inh and SIRT5 block (4 entries from above):
smiles	ERp5 inh	SIRT5 block
O=c1[nH]c(=O)n(-c2ccc(F)cc2)c(O)c1/C=C1\C=Nc2ccccc21	-3	-5
CC(C)(C)NC(=O)CN1CCCN(C(=O)COc2ccc(Cl)c3ccccc23)CC1	-15	-1
COC(=O)C1=C(c2ccccc2)C[C@@H]2CC[C@H]1N2C(=O)NCc1ccc(F)cc1	0	-3
O=C(COC(=O)Cc1ccccc1)Nc1ccc(Cl)cn1	0	-4

Remaining list, next part.
compound | Statin myotox sup | E-sel inducer | PglD inh | SIRT5 block | S100A4 inh HTS | DENV2 CPE | ERp5 inh
Cc1sc2ccccc2c1CC1=NCCN1 | 2 | 0.1 | -2 | -12 | -2 | -1 | 1
COc1ccc2c(c1)NP(=S)(c1ccccc1)N2C (stereo not given) | -7 | 2.3 | 5 | nt | 37 | 7 | 0
C/C=C1/CN2[C@@H]3C4CO[C@@H]3c3c([nH]c5cc(OC)ccc35)[C@@H]2CC14 (stereo not given in full) | 8 | nt | 1 | -1 | 9 | -10 | 4
Oc1cc2c(cc1CN1CCN(c3ccccc3)CC1)OCO2 | 19 | nt | 1 | -4 | 6 | 5 | -1
CCC1C2CC3C4N(C)c5ccccc5C45CC(C2C5O)N3C1O (stereo not given) | 0 | nt | 2 | 2 | -8 | 3 | 1
COC(=O)C1=C(c2ccc(C(C)=O)cc2)C[C@@H]2CC[C@H]1N2C(=O)N1CCC(O)(c2ccc(Cl)cc2)CC1 | 7 | 0.0 | 4 | nt | 0 | -10 | 2
C=CCn1c(O)c(C(C)=NCCCn2ccnc2)c(=O)[nH]c1=O | nt | ? | nt | -2 | -1 | -4 | 2
COC/C=C1\CN2C3C[C@@H]1[C@H]1COC4=Nc5cc(OC)c(OC)c(OC)c5[C@@]43C[C@@H]12 | -2 | nt | -3 | nt | -2 | -3 | 0
CCCCC(=O)N/N=C/c1c(O)n(CC)c(=S)n(CC)c1=O | -4 | 11 | -3 | 3 | 3 | 6 | 1
CC=Cc1ccc2n(c1=O)C[C@H]1[C@H](CO)[C@@H](C(=O)OC)[C@@H]2N1C(=O)CC (mixture of isomers) | -6 | -0.1 | -1 | -8 | 9 | 7 | 1
C[C@]12CC[C@@H](O)C[C@@H]1CC[C@@H]1[C@@H]2CC[C@]2(C)[C@@H](O)CC[C@@H]12 | -8 | 0.4 | 0 | 2 | 1&-12 | -6 | -7
Cn1c(O)c(C=NCc2cccs2)c(=O)n(C)c1=O | -2 | nt | 0 | 0 | 0 | -1 | -2
O=C(O)[C@@H]1C[C@H]1[C@@H](NP(=O)(c1ccccc1)c1ccccc1)c1ccccc1 | 13 | 0.1 | -4 | -2 | -5 | -3 | 1
COc1ccccc1-n1c(O)c(C=NC2CC2)c(=O)[nH]c1=O | 5 | nt | 2 | 1 | -30 | nt | 1
COc1ccc(CCNCc2ccc(OC)c(OC)c2OC)cc1 | -5 | nt | -2 | -4 | 1 | 10 | -6
O=C1CCN(C(=O)Cc2ccccc2[N+](=O)[O-])CC1 | nt | 7.3 | nt | -1 | 2 | -1 | -2
Cc1cccc(OP(N)(=O)Oc2cccc(C)c2C)c1C | -3 | -1.7 | nt | 2 | -28 | -5 | -2
CC(C)CN1CCN(Cc2ccccc2C(F)(F)F)CC1CCO (stereo not given) | nt | 1.1 | nt | -1 | -2 | 2 | 3
O=C(O)[C@@H]1[C@@H](CO)[C@@H]2Cn3c(ccc(-c4ccncc4)c3=O)[C@H]1N2C(=O)C1CCCCC1 | -8 | 0.3 | 2 | -69 | 10 | 0 | -1
CC(C)Oc1cccnc1N(C)C1CCN(Cc2ccccc2)CC1 | -4 | 1.0 | -3 | -2 | -1 | -1 | 1
CCC(C)n1c(O)c(C=NCC2CCCO2)c(=O)[nH]c1=S (stereo not given) | nt | 0.0 | nt | 1 | -2 | 1 | 0
O=C(Nc1cccc2ccccc12)N1Cc2ccccc2-n2nncc2C1 | 12 | 0.2 | 1 | -5 | -7 | 14 | -4
Cc1nn(CC(C)C)c(Cl)c1C(=O)NC1CCC(C)CC1 (stereo not given) | -15 | nt | nt | 2 | -2 | 0 | 0
Cc1ccc(S(=O)(=O)N(C)C)cc1NC(=O)C(C)[N+]12CCN(CC1)CC2 (stereo not given) | nt | nt | nt | -1 | -3 | -1 | -3
CC1C(c2ccccc2)OC(=O)N1C (stereo not given) | 2 | 0.1 | -1 | 1 | -1 | -3 | -3
CC(C)(O)C1C2OC(=O)C1C1(O)CC3OC34C(=O)OC2C14C (stereo not given) | -1 | -0.2 | -6 | 10 | 12 | -4 | 1
CC(C)[C@H](NC(=O)N1C[C@H]2C[C@@H](C1)c1cccc(=O)n1C2)C(=O)Nc1ccccc1F | -2 | nt | -2 | nt | 0 | 58* | 1
CN(C)CCN=Cc1c(O)n(-c2cccc3ccccc23)c(=O)[nH]c1=O | -5 | nt | 1 | -1 | -3 | 18 | 2
COc1ccc(-n2c(CN3CCOCC3)nc3ccccc3c2=O)c(OC)c1 | -4 | nt | 2 | 3 | -8 | -6 | -1
O=C(c1sc2ccccc2c1Cl)N1CCC2(CC1)OCCO2 | -53 | nt | 1 | -4 | 1 | -5 | ?
O=P(Oc1ccccc1)(Oc1ccccc1)N1CCN(c2ccc(F)cc2)CC1 | nt | 2.4 | nt | -10 | 3 | -4 | -3
CCOC(=O)c1c(N)n(CCN2CCCCC2)c2nc3ccccc3nc12 | -15 | nt | 3 | -8 | -2 | nt | -7
O=c1[nH]c(=O)n(Cc2ccco2)c(O)c1C=NC1CCN(Cc2ccccc2)CC1 | nt | -0.3 | -2 | -5 | -5 | ? | 1
COc1cccc(CNCCc2ccccc2)c1OC | nt | nt | nt | 9 | -3 | nt | 6
Cc1cc[n+](Cc2ccccc2)cc1 | -5 | -0.2 | -4 | nt | -5 | 17 | -9
CCOC(=O)C1(CCc2ccccc2)CCN(Cc2ccco2)CC1 | nt | nt | nt | 6 | -1 | -1 | -1
O=C1NC2C(=CC(O)C(O)C2O)c2cc3c(c(O)c21)OCO3 (stereo not given) | nt | -0.4 | nt | -4 | 1 | 88* | -2
CC(=O)c1c(C)n(CC2CCCO2)c2ccc(O)cc12 (stereo not given) | 6 | nt | -3 | -4 | 1 | nt | 1
CC(CC(C#N)(c1ccccc1)c1ccccc1)N(C)C (stereo not given) | 3 | nt | 0 | nt | -2 | 2 | 1
O=C(Cc1ccccc1)N1CCN(Cc2ccc(Cl)cc2)CC1 | 28 | 0.1 | 0 | -5 | 0 | ? | 5
CCOc1cc(/C=C2\C(=O)NC(=O)N(C)C2=O)cc([N+](=O)[O-])c1O | 2 | -0.3 | 2 | 0 | -2 | 3 | 3
O=C1NC(=O)N(CCC2=CCCCC2)C(=O)/C1=C/c1ccc(O)cc1 | 6 | nt | -3 | 3 | -9 | -1 | -1
Cc1ccsc1C(=O)C1CCCN(Cc2cccc(-n3cccn3)c2)C1 (stereo not given) | 0 | 0.6 | 2 | -2 | -8 | 3 | 6
COC(=O)[C@@H]1C[C@]2(C(=O)O)c3ccccc3N(OOSc3ccccc3)[C@@H]2N1C(=O)OC | 2 | 0.0 | -4 | -1 | 2 | 1 | 3
CCOc1ccc(-c2cc(C)[n+](CCN3CCOCC3)c(-c3ccc(OCC)cc3)c2)cc1 | -74 | -0.4 | nt | -3 | -4 | -5 | 6
COP(=O)(OC)Oc1ccc(C(O)C(Cl)(Cl)Cl)cc1 (stereo not given) | 7 | nt | 3 | -3 | 3 | -2 | 0
COc1cc(OC)c(OC)cc1CNC(C)C(O)c1ccccc1 (stereo not given) | 6 | 5.8 | -3 | nt | nt | nt | nt
Cc1cc(=O)oc2cc(OCC(=O)N3CCN(C(C)c4ccccc4)CC3)c(Cl)cc12 (stereo not given) | 7 | 0.2 | 1 | -57 | 3 | 1 | -11
COC(=O)C1=C(c2ccccc2)C[C@@H]2CC[C@H]1N2C(=O)NCC1CC1 | -11 | 0.3 | 0 | 0 | 0 | -17 | -3
Cc1ccc(OCC(=O)N2CCN(Cc3cccnc3)CC2)cc1 | 6 | 3.4 | 2 | 0 | -4 | -9 | 2
Cn1cc[n+](C)c1P(=S)(c1ccccc1)c1ccccc1 | -3 | nt | -7 | nt | -5 | -3 | 5
C=CCN1C(=O)NC(=O)/C(=C/c2c(CCN(C)C(=O)c3ccccc3)cc3c(c2OC)OCO3)C1=O | -8 | nt | 4 | nt | -3 | -4 | 1
O=C(C(=O)N1CCOCC1)c1cn(Cc2ccccc2F)c2ccccc12 | 16 | -0.3 | 0 | 3 | -1 | 9 | 7
COC(=O)C1=C(c2cccc(C#N)c2)C[C@@H]2CC[C@H]1N2C(=O)NC(C)C | -12 | 0.3 | -4 | 1 | 0 | 6 | -4
COC(=O)C1=C(c2cccc(OCc3ccccc3)c2)C[C@@H]2CC[C@H]1N2C(=O)NCc1ccccc1C(F)(F)F | -12 | 0.3 | -3 | -1 | 1 | 6 | 3

A different layout for part of the listing above:
Under each structure – Statin myotox sup	E-sel inducer	PglD inh	SIRT5 block	S100A4 inh HTS	DENV2 CPE	ERp5 inh
> COC(=O)C1=C(c2cccc(OCc3ccccc3)c2)C[C@@H]2CC[C@H]1N2C(=O)NCc1ccccc1C(F)(F)F
→ -12	0.3	-3	-1	1	6	3
> C=CCN1C(=O)NC(=O)/C(=C/c2c(CCN(C)C(=O)c3ccccc3)cc3c(c2OC)OCO3)C1=O
→ -8	nt	4	nt	-3	-4	1
> Cc1cc(=O)oc2cc(OCC(=O)N3CCN(C(C)c4ccccc4)CC3)c(Cl)cc12 (stereo not given)
→ 7	0.2	1	-57	3	1	-11
